Screens from PubChem BioAssay.
Artemis endo inh = blocks endonuclease activity of human Artemis. recombinant Artemis, quenched FAM hairpin cleavage fluorescence. actives 0.78% (n = 30,000). inhibition, % at 10 µM;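 active = at 10 µM dose, at least 30% inhibition, measured as corrected fluorescence normalized to stimulator and neutral control wells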
Target sequence (Q96SD1 whole entry, looked up): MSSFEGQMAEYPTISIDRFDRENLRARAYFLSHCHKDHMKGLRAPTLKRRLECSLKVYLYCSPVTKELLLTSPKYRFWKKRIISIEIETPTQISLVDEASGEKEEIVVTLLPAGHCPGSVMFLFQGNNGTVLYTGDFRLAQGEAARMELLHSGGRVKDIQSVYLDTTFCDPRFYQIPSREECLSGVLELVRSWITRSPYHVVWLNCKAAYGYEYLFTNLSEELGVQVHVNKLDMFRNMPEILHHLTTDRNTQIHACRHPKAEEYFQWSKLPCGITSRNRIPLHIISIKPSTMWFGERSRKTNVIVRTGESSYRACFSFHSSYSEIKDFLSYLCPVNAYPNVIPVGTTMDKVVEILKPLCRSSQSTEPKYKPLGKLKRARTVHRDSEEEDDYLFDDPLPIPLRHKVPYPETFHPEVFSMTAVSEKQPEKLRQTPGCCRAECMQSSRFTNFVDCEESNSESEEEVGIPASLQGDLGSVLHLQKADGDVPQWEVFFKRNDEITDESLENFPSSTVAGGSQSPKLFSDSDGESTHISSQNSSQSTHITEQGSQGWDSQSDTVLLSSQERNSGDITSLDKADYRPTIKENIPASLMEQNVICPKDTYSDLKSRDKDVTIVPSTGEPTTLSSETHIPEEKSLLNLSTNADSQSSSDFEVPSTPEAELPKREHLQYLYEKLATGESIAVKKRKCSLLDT
Numbers without * were called inactive. These rows are one share of the data (hit frequency here may not be typical).

SMILES | Artemis endo inh
CC1CN(c2oc(-c3ccco3)nc2S(=O)(=O)c2ccccc2)CC(C)O1 (configuration not stated) | -8
Cc1cc(NS(=O)(=O)c2ccc(NC(=O)CCc3ccccc3)cc2)no1 | 2
COc1ccc(N2C(=O)NC3CC2(C)Oc2ccc(Cl)cc23)cc1OC (configuration not stated) | -6
N#Cc1c(NC(=O)c2ccccc2)sc2c1CCCCC2 | 16
CC/C(C)=N\N=C\c1c(O)n(CC)c2cc(C3=NNC(=O)CC3)ccc12 | 8
CCN(CC)S(=O)(=O)c1ccc(N=N/C(C(C)=O)=C(/C)O)cc1 | -2
COC(=O)c1cc2nc(-c3ccc(OC)c(OC)c3)cc(C(F)(F)F)n2n1 | -3
COc1ccc(Cl)cc1-n1c(C)cc(C=O)c1C | 3
CCOC(=O)c1[nH]c2c(c1C)C(=O)CC(c1ccc(OCC)c(OC)c1)C2 (configuration not stated) | 1
COc1ccc(-c2onc(C)c2-c2ccc(C(=O)OC(C)C)o2)c(O)c1 | -2
CC(=O)NS(=O)(=O)c1ccc(NC(=O)C(Sc2ccccc2)c2ccccc2)cc1 (configuration not stated) | 4
BrC(/C=N/Nc1nc(N2CCOCC2)nc(N2CCOCC2)n1)=C/c1ccccc1 | 3
CCOc1ccccc1C(=O)NC(C(=O)OCC(=O)Nc1nnc(-c2ccccc2)o1)C(C)C (configuration not stated) | 28
Cc1ccc(-c2cc(C(=O)Nc3ccc(S(=O)(=O)Nc4cc(C)on4)cc3)c3ccccc3n2)c(C)c1 | 20
Cc1ccsc1C(=O)OCc1csc(-c2ccccc2)n1 | 1
O=C(NCC1CCCO1)c1nn2cccnc2c1Cl (configuration not stated) | -15
CC(C)c1nc(SCC(=O)Nc2cccc(S(N)(=O)=O)c2)n[nH]1 | 4
CC(C)(C)c1ccc(-c2csc(NC(=O)CN3C(=O)NC4(CCCCC4)C3=O)n2)cc1 | 3
C(=N\N1CCN(C2c3ccccc3-c3ccccc32)CC1)/c1ccccn1 | 32*
Cc1occc1-c1nnc(SCCCC(=O)c2ccc(F)cc2)n1C | -5
Nc1nnc(CC(=O)N/N=C/c2cccc(OCCOc3ccccc3)c2)s1 | 2
CCCSc1nnc(Nc2ccccc2C)s1 | 12
CCOc1ccc(/C(O)=C2\C(=O)C(=O)N(c3cc(C)on3)C2c2ccccc2OC)cc1 (configuration not stated) | 3
CC(C)n1nnnc1C(c1ccc(F)cc1)N1CCN(C2CCCC2)CC1 (configuration not stated) | -2
CCOc1ccc(CSC(CC(=O)O)C(=O)O)cc1 (configuration not stated) | 6
COCCN(CCOC)c1cc(C)c(C#N)c2nc3ccccc3n12 | -2
CCc1ccc(NC(=O)Cn2c(=O)n(CCCC(=O)NCc3ccco3)c(=O)c3ccccc32)cc1 | -1
CCOC(=O)c1ccc(NCC(O)COc2ccccc2)cc1 (configuration not stated) | -9
COc1ccc(C2C(C(=O)c3ccco3)=C(O)C(=O)N2CCc2ccccc2)cc1OC (configuration not stated) | 24
CCOC(=O)c1ccc(Nc2nc(-c3cccnc3)nc3ccccc23)cc1 | 21
O=C(NCc1ccco1)c1cccc(S(=O)(=O)N2CCCCC2)c1 | -3
CCOC(=O)c1ccc(NC(=O)CN2C(=O)C3C4C=CC(C4)C3C2=O)cc1 (configuration not stated) | 0
C=CCN(CC=C)c1nc2ccccc2nc1C(C#N)C(=O)OC(C)C (configuration not stated) | 4
CCC(C)(C)NC(=O)C(c1ccc(OC)cc1)N(Cc1cccs1)C(=O)CCC(=O)Nc1cc(C)on1 (configuration not stated) | 4
O=C1c2ccccc2C(=O)N1c1ccc(S(=O)(=O)N2CCN(c3ccccc3)CC2)cc1 | 16
Cc1cccc2cc(COC(=O)c3cccnc3)c(=O)[nH]c12 | -6
O=C(CN1C(=O)c2ccccc2C1=O)Nc1ccccc1F | -5
COC(=O)c1ccc(NC(=O)C2CCCN2S(=O)(=O)c2ccc(F)cc2)cc1 (configuration not stated) | 8
COc1ccc(CNC(=O)/C=C/c2cc3c(cc2Br)OCO3)cc1 | 3
Cc1cccc(OCCCC(=O)O)c1 | -3
CCNC(=O)CC1SC(=Nc2ccc(C)cc2)N(CC)C1=O (configuration not stated) | -1
O=C(NCc1ccncc1)c1cccc(Cn2cc(Br)cn2)c1 | -3
N#Cc1ccc(-c2csc(NNC(=O)c3ccccc3)n2)cc1 | 1
CCN1CCN(c2cc(SC(C)C)nc(-c3ccc(OC)cc3)n2)CC1 | 2
COc1cc(C2Nc3cc(Cl)c(S(N)(=O)=O)cc3S(=O)(=O)N2)cc(OC)c1OC (configuration not stated) | 5
CC(=O)NCC(=O)N(C)C(C(=O)Nc1ccc2c(c1)OCCO2)c1ccccc1 (configuration not stated) | -6
Cc1cc(NS(=O)(=O)c2ccc(Cl)cc2)nn1CC(=O)NCc1ccco1 | 6
CCOCCc1nnc(NC(=O)c2cc(OC)c(OC)c(OC)c2)s1 | -2
Cc1ccc(S(=O)(=O)O/N=C2\CCCc3ccccc32)cc1 | 7
CSc1ccc(Cl)c(C(=O)NC2CCCC2)c1 | -4
O=C(COC(=O)C1CC2C=CC1C2)NCc1ccco1 (configuration not stated) | 6
COC(=O)c1cc(C#N)c(NCc2ccc(Cl)cc2Cl)nc1C | -10
Cc1nc2cc(N3CCCCC3)c(NC(=O)c3cccnc3)cc2c(=O)n1Cc1ccccc1 | 16
COc1cc(OC)c2c(C)cc(=O)oc2c1 | -2
CC(=O)N1c2ccc3ccccc3c2C(C)CC12CCCCC2 (configuration not stated) | 10
COC(=O)c1ccc(CN(Cc2ccc(C(=O)OC)o2)C(C)(C)C)o1 | -5
O=C(c1cccs1)c1no[n+]([O-])c1C(=O)c1cccs1 | 12
Cc1cc(C)c2[nH]c(=O)c(C(c3nnnn3Cc3ccc4c(c3)OCO4)N3CCCC3)cc2c1 (configuration not stated) | -7
Cc1cc(C)n2nc(-c3sccc3-n3cccc3)cc2n1 | -3
O=C(OC1CCc2ccccc2C1=O)c1ccccc1O (configuration not stated) | 8
Continuation.
SMILES | Artemis endo inh
CCCN(CC1CC1)c1nc(N)c(C#N)c(CC#N)c1C#N | 5
COc1ccc(OC)c(C(C(=O)NCc2ccco2)N(C(=O)Cn2nnc3ccccc32)C(C)C)c1 (configuration not stated) | -3
CC(C)CNC(=O)CCCc1ccccc1 | -7
COc1ccc2[nH]c(=O)c(CNc3cccc(C)c3)cc2c1 | 13
CSCCC(C(=O)O)N1C(=O)c2ccc(C(=O)O)cc2C1=O (configuration not stated) | -5
O=C(Nc1cccc(NC(=O)C2CC3CCCC(C2)C3=O)n1)C1CC2CCCC(C1)C2=O (configuration not stated) | 11
COc1cccc(NC(=O)Cc2cccs2)c1 | 3
Cc1cc(Oc2ccc(=O)n(C)n2)nc(Oc2ccc(=O)n(C)n2)n1 | 6
Cc1nn2c(-c3ccc(Cl)cc3Cl)nnc2s1 | -4
CC(C)C(C)(C#N)NC(=O)CSc1nnc(-c2ccccc2)o1 (configuration not stated) | -3
OC(CN1C2=NCCN2c2ccccc21)c1ccc(Br)cc1 (configuration not stated) | 2
Cc1cccc(C(=O)NCC2CCCO2)c1 (configuration not stated) | -4
CC(C)(C)C(=O)Cn1c[n+](N)cn1 | -6
CSc1nc(-c2ccccc2)nc2c1COC(C)(C)C2 | -3
CC(O)CNc1nc2ccccc2n1CC(=O)NCCc1ccc(Cl)cc1 (configuration not stated) | 3
O=c1c2c([nH]c3ccccc13)CCCC2 | 0
O=C(CC1(O)C(=O)N(Cc2ccccc2)c2ccccc21)c1ccncc1 (configuration not stated) | 4
O=C(Nc1ccccn1)c1cc(-n2cnnc2)ccc1Cl | 1
CC(=O)Nc1ccc(SCC(=O)c2cc(C)n(CC(F)(F)F)c2C)cc1 | -5
CC(=O)N1c2ccccc2C(C)(c2ccccc2)CC1(C)C (configuration not stated) | 12
CCCCc1noc2c1/C(=N\O)CC(c1ccccc1)C2 (configuration not stated) | 9
COc1cccc(CN(C)C(=O)c2ccc3nccnc3c2)c1 | 3
CO/N=C/c1ccc(Oc2ccc(C)cc2)nc1 | -7
O=C(N/N=C/c1cccnc1)c1cc2c(ccc3ccccc32)o1 | 6
O=c1[nH]c2c(s1)C(c1ccco1)C1C3CCC(C3)C1S2 (configuration not stated) | 14
N#Cc1cn(CC(=O)N2CCCc3ccccc32)c2ccccc12 | 2
N#Cc1nc(Cc2ccccc2)oc1NCc1cccnc1 | -5
COc1ccc(C(c2nnnn2CC2CCCO2)N2CCN(c3ccc(F)cc3)CC2)cc1 (configuration not stated) | -1
CC1(C)CC(=O)NC=C(c2ccccc2)C1 | -3
Cc1ccc(NC(=O)N(Cc2cc3cc(C)cc(C)c3[nH]c2=O)CC2COCCO2)cc1 (configuration not stated) | 11
O=C(OCc1ccc(F)cc1)c1ccc2c(c1)-c1ccccc1C2=O | 6
CC(C)(C)OC(=O)Cn1c(=O)cnc2ccccc21 | -6
Cc1cccc(C)c1NC(=O)CSCC(=O)O | -15
CCOC(=O)c1ccc(CNC(=O)CSc2nnnn2-c2ccc(Cl)cc2)o1 | -8
Cc1[nH]nc(-c2ccc(OCc3cnn(-c4ccccc4)c3)c(C)c2O)c1Oc1ccccc1 | 0
Cc1cc(NC(=O)CCSc2nc(-c3ccco3)cc(C(F)(F)F)n2)n(-c2ccccc2)n1 | 8
CCCCOc1ccc(-c2c(C#N)c(N)nc(SCC(N)=O)c2C#N)cc1 | 2
O=C(NCCO)c1cc2c(s1)CCC2 | -1
O=C1CC(N2CCN(c3ccccc3)CC2)C(=O)N1c1ccc2c(c1)OCCO2 (configuration not stated) | -6
O=C(Nc1ccc(Cl)cn1)c1ccc2ccccc2n1 | -10
CNc1cnn(-c2ccc(C)cc2)c(=O)c1Cl | -9
CCc1nnc(NC(=O)CSc2nnc(C)n2-c2ccc(C)cc2)s1 | 10
CCOC(=O)C1C(=O)NC(C)C1c1ccccc1 (configuration not stated) | -5
COc1ccc(Cl)cc1-c1n[nH]c(=S)n1C1CCCCC1 | 2
COc1ccc(Cl)cc1NC(=O)NCCCl | -2
O=C(COc1nnc2ccccn12)N1CCN(S(=O)(=O)c2ccccc2)CC1 | -3
N#Cc1nc(-c2ccccc2Cl)oc1N1CCCCC1 | -4
CCCC1(CCC)NC(=O)N(CC(=O)Nc2cccc(OC)c2)C1=O | -12
Cc1noc2ncnc(Sc3ccc(Cl)cc3)c12 | 1
O=C(CSc1ncccn1)NN=C1CCCCCCC1 | -8
COC(=O)C1=C(C)N(Cc2ccco2)C(=O)C1 | 13
CCCCN1C(=O)C(O)=C(C(C)=O)C1c1ccc(OC)cc1OC (configuration not stated) | -2
Cc1ccc2c(c1)c1c(n2CC(O)Cn2nc(C)c(Br)c2C)C(=O)CCC1 (configuration not stated) | 2
Cc1ccc(N(C(=O)Cn2nnc3ccccc32)C(C(=O)NCc2ccco2)c2cccnc2)cc1 (configuration not stated) | 1
O=C(c1cccc(S(=O)(=O)NCc2ccccc2)c1)N1CCN(Cc2ccccc2)CC1 | 2
O=c1ccc2cc3c([nH]c4ccc(Br)cc43)oc-2c1O | 81*
CCCC(=O)Nc1nnc(Sc2ccc(N(C)C)cc2)s1 | 12
O=C(CSc1nccc(=O)[nH]1)Nc1ccc(Br)c(Cl)c1 | 6
Clc1ccc(OCc2nn3c(C4CCCCC4)nnc3s2)cc1 | 11
CCOc1cccc(CNn2cnnc2)c1OCc1ccccc1Cl | -9

Continued (2 carried over from the part before).
SMILES | Artemis endo inh
Clc1ccc(OCc2nn3c(C4CCCCC4)nnc3s2)cc1 | 11
CCOc1cccc(CNn2cnnc2)c1OCc1ccccc1Cl | -9
CCCOC(=O)C1[C@H]2C(=O)N(CC3CCCO3)C[C@]23C=C[C@H]1O3 (some centres not stated) | -7
CCN(CC)CCN1C(=O)C(O)=C(C(C)=O)C1c1ccc(OC)c(OC)c1 (configuration not stated) | -5
COc1ccc(C2C(C(=O)c3sc(C)nc3C)=C(O)C(=O)N2CCN(C)C)cc1 (configuration not stated) | 14
Cc1noc(C)c1C(=O)OCC(=O)Nc1ccccc1Oc1ccccc1 | 4
[O-][n+]1onc2c1CCc1nnc(-c3ccccc3)cc1-2 | 6
COC(=O)c1ccc(CSc2nnc(-c3ccncc3)n2Cc2ccccc2)o1 | 1
CC(C)C(c1nnnn1Cc1ccccc1)N(Cc1ccco1)Cc1cccs1 (configuration not stated) | 3
COC(=O)c1cc(S(=O)(=O)N2CCOCC2)c(N2CCOCC2)cc1N1CCOCC1 | -14
CN(C)c1nc(-c2ccc([N+](=O)[O-])cc2)cs1 | 0
COc1ccc(-c2nn(-c3ccccc3)cc2C(=O)Nc2nccs2)cc1OC | 28

22 structures already listed, ordered by length of the SMILES, largest number first.
SMILES | Artemis endo inh
Cc1ccc(-c2cc(C(=O)Nc3ccc(S(=O)(=O)Nc4cc(C)on4)cc3)c3ccccc3n2)c(C)c1 | 20
Cc1cc(C)c2[nH]c(=O)c(C(c3nnnn3Cc3ccc4c(c3)OCO4)N3CCCC3)cc2c1 (configuration not stated) | -7
O=C1c2ccccc2C(=O)N1c1ccc(S(=O)(=O)N2CCN(c3ccccc3)CC2)cc1 | 16
Cc1nc2cc(N3CCCCC3)c(NC(=O)c3cccnc3)cc2c(=O)n1Cc1ccccc1 | 16
O=C(c1cccc(S(=O)(=O)NCc2ccccc2)c1)N1CCN(Cc2ccccc2)CC1 | 2
CC(=O)NS(=O)(=O)c1ccc(NC(=O)C(Sc2ccccc2)c2ccccc2)cc1 (configuration not stated) | 4
CCOC(=O)c1[nH]c2c(c1C)C(=O)CC(c1ccc(OCC)c(OC)c1)C2 (configuration not stated) | 1
O=C(COc1nnc2ccccn12)N1CCN(S(=O)(=O)c2ccccc2)CC1 | -3
CCN(CC)S(=O)(=O)c1ccc(N=N/C(C(C)=O)=C(/C)O)cc1 | -2
Cc1noc(C)c1C(=O)OCC(=O)Nc1ccccc1Oc1ccccc1 | 4
O=C(c1cccs1)c1no[n+]([O-])c1C(=O)c1cccs1 | 12
N#Cc1cn(CC(=O)N2CCCc3ccccc32)c2ccccc12 | 2
Clc1ccc(OCc2nn3c(C4CCCCC4)nnc3s2)cc1 | 11
Cc1cc(C)n2nc(-c3sccc3-n3cccc3)cc2n1 | -3
O=C(COC(=O)C1CC2C=CC1C2)NCc1ccco1 (configuration not stated) | 6
CCOc1ccc(CSC(CC(=O)O)C(=O)O)cc1 (configuration not stated) | 6
CCOC(=O)C1C(=O)NC(C)C1c1ccccc1 (configuration not stated) | -5
Cc1noc2ncnc(Sc3ccc(Cl)cc3)c12 | 1
O=C(CSc1ncccn1)NN=C1CCCCCCC1 | -8
O=c1c2c([nH]c3ccccc13)CCCC2 | 0
COc1ccc(Cl)cc1NC(=O)NCCCl | -2
O=C(NCCO)c1cc2c(s1)CCC2 | -1
